HIV Rev-RRE inh: HIV Rev-RRE protein-RNA interaction inhibition | P05866 | Rev peptide-RRE RNA binding, FRET | inhibition, % at 8 µM | hit rate 0.79% among 97,000;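 active means inhibition above the screen-wide mean plus 3 SD, cut at about 35% in these data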;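 further: 0% = median DMSO wells and 100% = median Neomycin B control wells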
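Material: labelled RRE RNA duplex and labelled Rev peptide / Buffer or medium: HEPES pH 7.5 salt buffer with EDTA / Compound dosing: single point, 8 µM final nominal compound concentration / Benchmarks: DMSO low control, neomycin B high control / Timing: 5 min preincubation and 15 min binding, 25 °C / Technique: FRET fluorescence readout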
CYP2C9 inh: blocks human cytochrome P450 2C9; inhibition, % at 5 µM; AID 777; P11712; CYP2C9 Supersomes, luciferin-H conversion, luminescence; hit rate 20% among 96,000;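 active means blocking of liver enzyme CYP2C9 beyond about 50% at 5 µM, limit read from the data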; further: values of inactives mirror those of a sister screen read the other way
CYP2C19 activ: increases human CYP2C19 enzyme activity. P33261. recombinant CYP2C19, luciferin-H EGE luminescence; hits give high values; 0 = fully inhibited enzyme, 1 = untreated enzyme. activation factor at 5 µM. 96,000 tested, under 10 active. AID 1025;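 active means activation factor of at least 2 at 5 µM in the primary screen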;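 further: 0 = wells with 2.5 mM tranylcypromine and 1 = vehicle-only wells; values of inactives mirror those of a sister screen read the other way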
Target sequence (P33261 whole entry, looked up): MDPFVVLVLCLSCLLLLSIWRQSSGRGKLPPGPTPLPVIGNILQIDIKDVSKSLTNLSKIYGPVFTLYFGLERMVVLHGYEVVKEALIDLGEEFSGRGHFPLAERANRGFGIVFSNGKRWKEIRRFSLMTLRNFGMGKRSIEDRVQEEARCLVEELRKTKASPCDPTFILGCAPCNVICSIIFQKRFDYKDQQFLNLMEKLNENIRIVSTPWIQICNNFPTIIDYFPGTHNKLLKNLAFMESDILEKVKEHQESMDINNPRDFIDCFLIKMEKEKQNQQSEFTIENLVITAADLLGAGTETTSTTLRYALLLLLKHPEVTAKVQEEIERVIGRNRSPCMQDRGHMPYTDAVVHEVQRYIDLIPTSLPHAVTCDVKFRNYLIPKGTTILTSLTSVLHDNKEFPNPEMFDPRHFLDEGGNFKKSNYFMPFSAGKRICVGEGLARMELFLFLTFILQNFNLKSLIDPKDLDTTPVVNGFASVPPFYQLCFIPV
PLAP activator: activators of human placental alkaline phosphatase | AID 696 | activation fold at 20 µM | purified PLAP enzyme, luminescent substrate read-out; hits give high values | P05187 | hit rate 1.2% among 96,000; in the data active means activation fold above about 2
PLK1 inh: PLK1 (human) kinase inhibition; P53350; recombinant PLK1 kinase, TR-FRET peptide phosphorylation; inhibition, % at 10 µM; hit rate 0.53% among 97,000; AID 619;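 active means inhibition of 50% or more in the single-concentration screen; inactive means inhibition below 50%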;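 further: 0% = DMSO max control and 100% = H-89 dihydrochloride min control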
Target sequence (P53350 whole entry, looked up): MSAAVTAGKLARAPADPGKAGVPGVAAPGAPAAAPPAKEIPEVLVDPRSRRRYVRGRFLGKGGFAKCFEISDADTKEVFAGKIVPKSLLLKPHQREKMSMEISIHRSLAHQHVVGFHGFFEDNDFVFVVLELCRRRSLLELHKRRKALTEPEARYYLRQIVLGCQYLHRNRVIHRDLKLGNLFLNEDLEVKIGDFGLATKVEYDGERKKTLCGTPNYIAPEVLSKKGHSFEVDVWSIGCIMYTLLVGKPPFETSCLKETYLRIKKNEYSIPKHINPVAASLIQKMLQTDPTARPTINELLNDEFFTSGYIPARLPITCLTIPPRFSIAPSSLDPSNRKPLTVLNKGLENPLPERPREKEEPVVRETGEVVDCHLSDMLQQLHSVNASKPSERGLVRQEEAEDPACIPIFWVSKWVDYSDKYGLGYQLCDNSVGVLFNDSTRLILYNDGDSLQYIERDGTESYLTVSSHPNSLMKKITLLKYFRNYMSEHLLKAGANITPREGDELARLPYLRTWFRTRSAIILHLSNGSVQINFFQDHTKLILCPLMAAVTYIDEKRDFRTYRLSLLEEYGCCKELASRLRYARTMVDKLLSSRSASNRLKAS
CYP2C19 inh: inhibitors of human CYP2C19. P33261. CYP2C19 Supersomes, luciferin-H EGE luminescence, 30 min. inhibition, % at 5 µM. hit rate 21% among 96,000. AID 778;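 active means CYP2C19 inhibition above a set limit at 5 µM in the primary screen, cut at about 50% in these data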;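 further: plate controls were negative control wells for no effect and 2.5 mM tranylcypromine positive control for full effect; values of inactives mirror those of a sister screen read the other way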
CYP2C9 activ: increases human cytochrome P450 2C9 activity; recombinant CYP2C9, luciferin-H conversion, luminescence; hits give high values; factor 1 = untreated enzyme, 0 = blocked; activation factor at 5 µM; hit rate 1.4% among 96,000; AID 1024;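 active means activation factor of 2 or more for CYP2C9 at a 5 µM dose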;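 further: 0 = sulfaphenazole-blocked wells and 1 = vehicle-only wells; values of inactives mirror those of a sister screen read the other way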
EphB4 ephrin blk: blocks human EphB4 binding to ephrin-B2; P54760; EphB4 LBD / TNYL-RAW-Alexa532 peptide, fluorescence polarization; inhibition, % at 7 µM; hit rate 0.15% among 97,000; AID 720;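 active means inhibition above the screen-wide mean inhibition plus 3 SD, cut at about 15% in these data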;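 further: 0% = DMSO wells and 100% = excess unlabeled TNYL-RAW peptide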
Plk1 PBD FP: blocks phosphopeptide binding to human Plk1 polo box domain; Plk1 PBD phosphopeptide binding, fluorescence polarization; inhibition, %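 (tested at about 20 µM)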; hit rate 0.13% among 97,000; in the data active means inhibition above about 34%, passing the limit was not always enough
* hit, by the source's call; x = not tested or not shown.

No. | Structure | HIV Rev-RRE inh | CYP2C9 inh | CYP2C19 activ | PLAP activator | PLK1 inh | CYP2C19 inh | CYP2C9 activ | EphB4 ephrin blk | Plk1 PBD FP
1 | O=C(NC(NNc1ccc([N+](=O)[O-])cc1)(C(F)(F)F)C(F)(F)F)c1ccc(Cl)cc1 | 20 | 46 | 0.9 | 0.9 | -6 | 12 | 0.5 | 10 | -17
2 | CC(C)c1ccc2oc(=O)cc(CN3CCN(c4ccc(F)cc4)CC3)c2c1 | 0 | 26 | 0.7 | 1.1 | 10 | 31 | 0.7 | 1 | -21
3 | CCCNC(=O)c1ccc(N(Cc2ccccc2)S(C)(=O)=O)cc1 | 2 | 26 | 0.6 | 0.8 | -11 | 35 | 0.7 | 0 | -20
4 | Cn1cc(SCC(=O)N2CCN(c3ccccc3)CC2)c2ccccc21 | 3 | 4 | 0 | 1.5 | -7 | 99* | 1 | 0 | -27
5 | COC(=O)CCC(NC(=O)c1cc(-c2ccc3c(c2)OCCO3)oc1C)C(=O)OC (stereo unspecified) | 5 | 40 | 0.5 | 1 | -5 | 52* | 0.6 | -8 | -32
6 | O=C(Nc1nnc(CCc2ccccc2)s1)c1ccco1 | 6 | 26 | 0.7 | 0.9 | 27 | 27 | 0.7 | 1 | -11
7 | CCCCn1c(SCC(=O)c2ccccc2)nc2c1c(=O)[nH]c(=O)n2C | 8 | 70* | 0.6 | 0.8 | -11 | 43 | 0.3 | 5 | 1
8 | COc1ccc(C(=O)CN2C(=O)C(C)(C)Oc3ccc(C(=O)N4CCCCCC4)cc32)cc1 | 10 | 78* | 0.4 | 1.4 | -5 | 57* | 0.2 | 4 | 7
9 | N#CCSc1nnc2c(Cl)cc(Cl)cn12 | 5 | -4 | 1.1 | 1 | -3 | -6 | 1 | -7 | 27
10 | CC(C)(C)c1cc(C(=O)Nc2ccccc2)ccn1 | 3 | x | x | x | -2 | x | x | 5 | -14
11 | O=C(COC(=O)c1ccco1)NC1CCCCC1 | 4 | 0 | 0.9 | 1 | -7 | 13 | 1 | 3 | -6
12 | ON1C(c2ccccc2)CC2(O)c3nonc3CCC12 (stereo unspecified) | 6 | 8 | 0.8 | 1 | 0 | 21 | 0.9 | 1 | 12
13 | O=C(O)CCNC(=O)c1cncc(Br)c1 | 5 | 8 | 0.8 | 0.8 | -9 | 23 | 0.9 | 0 | -1
14 | CC1(C)Cc2nc3sc4c(N(CCO)CCO)ncnc4c3cc2CO1 | 1 | -3 | 1.1 | 1.6 | -11 | -12 | 1 | 1 | 19
15 | COc1ccc(S(=O)(=O)Nc2ccc(S(=O)(=O)Nc3nc(C)cc(C)n3)cc2)cc1OC | 4 | 23 | 1 | 0.9 | -7 | -2 | 0.8 | -2 | -9
16 | Cc1noc(C)c1S(=O)(=O)Nc1ccc(C(=O)NC2CCCCC2)cc1 | 2 | 19 | 1 | 1 | 3 | 3 | 0.8 | 1 | -6
17 | Cc1cccc(C(=O)N2CCN(C(=O)c3cccc(C)c3)C(C)C2)c1 (stereo unspecified) | 3 | 78* | 0.1 | 1.3 | -6 | 89* | 0.2 | 1 | 3
18 | Cc1cc(OC(=O)c2c(Cl)cccc2Cl)nc(C)n1 | -1 | 3 | 1.1 | 1.1 | -13 | -6 | 1 | -8 | -13
19 | COCCn1c(SCC#N)nnc1-c1ccccc1O | x | -22 | 0.6 | 0.7 | x | 39 | 1.2 | x | x
20 | COc1cccc(NC(=O)Cn2cnc3sc(C)c(S(=O)(=O)N4CCN(C)CC4)c3c2=O)c1 | 8 | x | x | x | -16 | x | x | 2 | 4
21 | Cc1nn(Cc2ccc(Cl)cc2)c(C)c1NC(=O)c1cc(-c2ccco2)on1 | 9 | 8 | 0.8 | 1.1 | 5 | 18 | 0.9 | 10 | 13
22 | Cc1cccc(C(=O)Oc2ccc(/C=N/O)cc2)c1 | 9 | x | x | x | -6 | x | x | 3 | 4
23 | CC1CCCC(NC(=O)Cc2ccc(Br)cc2)C1C (stereo unspecified) | 14 | x | x | x | -8 | x | x | 6 | -7
24 | Cc1ccc(NC(=O)CN(C)Cc2nc3ccccc3c(=O)[nH]2)c(Br)c1 | 13 | 68* | 0.7 | 2.2* | 44 | 28 | 0.3 | 1 | -6
25 | CCN(CC)c1ccc(NC(=O)CN2CCN(S(=O)(=O)c3cc(Cl)ccc3OC)CC2)cc1 | 0 | -28 | 0.3 | 1.8 | 2 | 72* | 1.3 | 5 | 7
26 | O=C(Nc1ccccc1)NC1(C(=O)NCc2cccs2)CCCCC1 | 6 | 63* | 0.9 | 1 | -4 | 13 | 0.4 | 0 | -30
27 | Cc1nnc(SCC2CCCO2)n1-c1ccccc1 (stereo unspecified) | x | 3 | 0.8 | 1.2 | x | 18 | 1 | x | x
28 | O=C(CN1CCCC1)Nc1ccc(NC(=O)Nc2ccccc2Cl)cc1 | 4 | -11 | 1 | 0.8 | -17 | -3 | 1.1 | -3 | 9
29 | COC(=O)c1nc2ccccc2s1 | 4 | x | x | x | -4 | x | x | -9 | -1
30 | O=C(NC(N1CCCC1)C(Cl)(Cl)Cl)c1ccccc1 (stereo unspecified) | 4 | 0 | 0.7 | 1.1 | -10 | 34 | 1 | -9 | -4
31 | COc1nccc(Nc2ccccc2)c1C#N | 9 | 3 | 0.6 | 1 | -8 | 39 | 1 | 2 | -2
32 | COc1cccc(C(=O)NCC(=O)n2nc(C)cc2C)c1 | 2 | -19 | 1.1 | 0.9 | 10 | -6 | 1.2 | 0 | -17
33 | COCCn1nnnc1C(c1cccc(OC)c1OC)N1CCN(C2CCCCC2)CC1 (stereo unspecified) | 2 | 12 | 1 | 1.7 | -10 | 2 | 0.9 | 3 | -1
34 | CN(Cc1ccccc1)C(=O)c1cc2ccccc2o1 | 1 | 36 | 0.1 | 0.9 | -7 | 94* | 0.6 | -4 | -4
35 | O=C1CC(N2CCN(Cc3ccc4c(c3)OCO4)CC2)C(=O)N1c1cccc(Cl)c1 (stereo unspecified) | 1 | -23 | 1.2 | 1.6 | -46 | -19 | 1.2 | -2 | -2
36 | Cc1c(C#N)c2ncn(Cc3ccccc3)c(=O)c2n1-c1ccccc1 | 6 | 63* | 0.6 | 0.9 | -3 | 45 | 0.4 | -7 | 2
37 | Cc1oc(-c2ccc(Cl)cc2)nc1CN1CCCC(C(=O)NCCCN2CCCC2=O)C1 (stereo unspecified) | -4 | 23 | 0.8 | 1.7 | 73* | 22 | 0.8 | 2 | -34
38 | CCc1nnc(NC(=O)Cn2nc(-c3ccccc3OC)ccc2=O)s1 | 3 | 63* | 1.2 | 1.2 | -9 | -16 | 0.4 | -6 | -27
39 | COc1cccc2cc(C(=O)C3=C(O)C(=O)N(CCCN4CCOCC4)C3c3ccncc3)oc12 (stereo unspecified) | 12 | x | x | x | -13 | x | x | -1 | -11
40 | O=C(Nc1nc(-c2ccccc2)cs1)C1CCCCN1S(=O)(=O)c1ccc(Cl)cc1 (stereo unspecified) | 18 | 95* | 0.7 | 1.1 | -19 | 30 | 0.1 | 6 | -11
41 | Cc1nn(C)c(C)c1/C=C1/SC(=S)NC1=O | 6 | 23 | 1 | 1.3 | -12 | 0 | 0.8 | -1 | -9
42 | CCOc1c(C(=O)CC)cc2c(C)cc(=O)oc2c1C | 1 | x | x | x | -11 | x | x | -7 | -3
43 | CC1(c2ccco2)NC(=O)NC1=O (stereo unspecified) | 9 | x | x | x | -11 | x | x | -1 | -17
44 | Cc1ccc2oc(C(=O)NCc3ccc4c(c3)OCO4)c(C)c2c1 | 13 | 28 | 0.8 | 1 | -4 | 22 | 0.7 | 5 | -11
45 | Cc1nc(SCC(O)CCl)c([N+](=O)[O-])[nH]1 (stereo unspecified) | 2 | x | x | x | -10 | x | x | 0 | 15
46 | COc1ccc(S(=O)(=O)NCCC(C)C)cc1C | 7 | -87 | 0.2 | 0.8 | -4 | 85* | 1.9 | 6 | 16
47 | CN1CCCC(OC(=O)c2ccc3c(c2)OCCO3)C1 (stereo unspecified) | 6 | -18 | 1.1 | 1 | -15 | -6 | 1.2 | -6 | 12
48 | CCOc1ccccc1N(CC(=O)OC)S(C)(=O)=O | 10 | 8 | 0.7 | 1.3 | -8 | 28 | 0.9 | -1 | -13
49 | COc1ccc(-n2nnnc2S(=O)(=O)CC(=O)N2CCCCC2)cc1 | 6 | 10 | 0.6 | 0.8 | -6 | 37 | 0.9 | 8 | -37
50 | CCCC(=O)n1nc(-c2ccccc2)nc1N | 1 | x | x | x | -5 | x | x | 5 | -15

One compound at a time, from the list above:
Shown for `Cc1nc(SCC(O)CCl)c([N+](=O)[O-])[nH]1` (stereo unspecified) → HIV Rev-RRE inh: 2; CYP2C9 inh: x; CYP2C19 activ: x; PLAP activator: x; PLK1 inh: -10; CYP2C19 inh: x; CYP2C9 activ: x; EphB4 ephrin blk: 0; Plk1 PBD FP: 15
Shown for `Cc1nnc(SCC2CCCO2)n1-c1ccccc1` (stereo unspecified) → HIV Rev-RRE inh: x; CYP2C9 inh: 3; CYP2C19 activ: 0.8; PLAP activator: 1.2; PLK1 inh: x; CYP2C19 inh: 18; CYP2C9 activ: 1; EphB4 ephrin blk: x; Plk1 PBD FP: x

The list continues.
No. | Structure | HIV Rev-RRE inh | CYP2C9 inh | CYP2C19 activ | PLAP activator | PLK1 inh | CYP2C19 inh | CYP2C9 activ | EphB4 ephrin blk | Plk1 PBD FP
51 | Cc1ccc(-c2nc3ncccc3o2)cc1NC(=O)Cc1ccc(Cl)cc1 | 5 | x | x | x | -16 | x | x | 5 | -6
52 | COc1ccc(-c2nnc(NC(=O)C(C)C)o2)cc1 | 4 | -4 | 1.1 | 0.8 | -7 | -8 | 1 | 1 | -7
53 | O=C(c1ccc(-n2cnnn2)cc1)N1CCN(C(c2ccccc2)c2ccccc2)CC1 | 4 | 83* | 0.3 | 1.5 | -9 | 72* | 0.2 | -7 | 10
54 | O=C(COC(=O)C1CC2C=CC1C2)Nc1ccc2c(c1)OC(F)(F)O2 (stereo unspecified) | 5 | x | x | x | -11 | x | x | 2 | 4
55 | COCCCn1c(SCc2cccc(OC)c2)nc2cc(OC)c(OC)cc2c1=N | 7 | 71* | 0.5 | 1.5 | -9 | 53* | 0.3 | -7 | -12
56 | COCCNC(=O)C(C#N)c1nc2ccccc2nc1N1CCCCCC1 (stereo unspecified) | 18 | 31 | 1 | 1.2 | -15 | 2 | 0.7 | -8 | -2
57 | COC(=O)c1cc(NC2c3ncccc3C(=O)N2Cc2ccccc2)cc(C(=O)OC)c1 (stereo unspecified) | 8 | 67* | 0 | 1 | -11 | 96* | 0.3 | -2 | -10
58 | CC(C)N1C(=O)S/C(=C/c2ccc3c(c2)n(C)c(=O)n3C)C1=O | -2 | 13 | 0.7 | 1 | -12 | 33 | 0.9 | -7 | 9
59 | Cc1nnc(SCC(=O)N2CC(=O)Nc3ccccc32)n1-c1ccccc1 | x | -6 | 1 | 1.4 | x | 1 | 1.1 | x | x
60 | O=C(Cn1ccsc1=NC(=O)C(F)(F)F)c1ccccc1 | 0 | 35 | 0.4 | 1 | 0 | 57* | 0.6 | -5 | -4
61 | CCOC(=O)C1CCN(Cc2ccc(F)cc2)CC1 | 8 | x | x | x | -10 | x | x | 6 | 15
62 | O=C(CSc1c(Cl)cccc1Cl)N1CCC(c2nc3ccccc3s2)CC1 | 4 | 28 | 1 | 1 | -5 | 0 | 0.7 | -10 | -11
63 | CC(C)CNS(=O)(=O)c1ccc(CCC(=O)Nc2ccc3c(c2)OCCO3)cc1 | 7 | 58* | 0.6 | 0.9 | -5 | 39 | 0.4 | -6 | -28
64 | Cc1cccn2cc(-c3ccc(F)cc3)nc12 | 11 | 38 | 0.3 | 0.9 | -10 | 67* | 0.6 | 3 | -6
65 | CCOC(=O)c1nnn(-c2nonc2N)c1CN(CC)CC | 2 | 2 | 0.6 | 1.1 | -10 | 36 | 1 | -8 | 16

From PubChem
